KCNH2 3.1 block: qHTS for Inhibitors of KCHN2 3.1: Mutant qHTS; Potassium voltage-gated channel subfamily H member 2, brain isoform KCNH2 3.1 (human); AID 720553, 2013; activity change, % (tested at about 1.8 µM); U2OS KCNH2 3.1, thallium flux FluxOr; active compounds read low; hit rate 0.95% among 340,000;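 active = maximum activity change below -70%; inconclusive = maximum activity change from -70% to -50%; inactive = maximum activity change above -50%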;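 also: thallium influx rate constant from kinetic fluorescence after stimulation buffer; % is scaled to controls: 0 for no effect and ±100 for the full control effect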
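We transduce U2OS cells with the mutant 3.1 virus, culture them overnight, load FluxOr with Red40 quencher for 45 min, then add stimulation buffer and read kinetically for 2 min to derive a normalized rate constant.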
AT treatment: qHTS Assay for Identifying a Potential Treatment of Ataxia-Telangiectasia; Potency, µM (series often up to 57.5 µM), without a hit: at the top dose activation, hits mostly activators; […] A-T fibroblasts, KAP-1 phosphorylation AlphaLISA; neocarzinostatin DNA damage 30 min before lysis; hit rate 0.19% among 320,000; AID 485349, 2010; also: potency is read from the fitted curve at half-maximal effect; % of control where 0% means no effect; nearly all actives have a fitted effect of over 45% in size
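hTERT-immortalized A-T patient fibroblasts ([…]), 500 cells/well in OPTI-MEM, 1% FBS, got compounds for 60 min, then NCS for 30 min at 37C. Lysates were then assayed for phospho-KAP-1 by AlphaLISA (anti-pKAP1 donor, anti-KAP1 acceptor beads), 6 hr at 25C.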
Eya2 phos inh: qHTS Assay for Inhibitors of the Phosphatase Activity of Eya2; Protein phosphatase EYA2 (Homo sapiens), O00167; recombinant Eya2, OMFP fluorescence dephosphorylation (OMFP is methylfluorescein phosphate); Potency, µM (series often up to 76.9 µM), inactives show at the highest dose activity, negative = inhibition, most hits filed as inhibitors; hit rate 0.006% among 330,000; also: potency is read from the fitted curve at half-maximal effect; % is scaled to controls: 0 for no effect and ±100 for the full control effect
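Eya2 protein (added as 0.2 uM solution) was preincubated with compound for 10 min at ambient temperature in 50 mM HEPES pH 7.5, 50 mM NaCl, 5 uM MgCl2, 0.05% BSA, 1 mM DTT. OMFP (added at 50 uM) then reacted 10 min; fluorescence read at 485/525 nm.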
TCR activator: Activators of T cell receptors: qHTS campaign; primary human leukocytes, anti-CD3, IL-2 HTRF, 48 h; Potency, µM (series often up to 9.22 µM), for inactives: top-dose activation of IL-2 secretion, actives largely listed as activators; 330,000 tested, under 10 active; AID 504894, 2011; also: % of control where 0% means no effect
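48 hr co-incubation of compounds, a-CD3 beads and primary human leukocytes; IL-2 quantified homogeneously by HTRF with anti-IL-2 K and d2 conjugates.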
Mito fusion yeast: qHTS Assay for Small Molecule Inhibitors of Mitochondrial Division or Activators of Mitochondrial Fusion; S. cerevisiae fusion-defective mutant growth rescue, CellTiterGlo 48 h; Potency, µM (highest dose often 46.1 µM), without a hit: at the highest dose growth rescue (activation), usual class: activators; hit rate 0.23% among 320,000;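 also: potency is read from the fitted curve at half-maximal effect; % of control where 0% means no effect; nearly all actives have a fitted effect of over 45% in size; temperature-sensitive fusion mutants such as fzo1-1 at 37 °C on non-fermentable ethanol glycerol medium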
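Luminescent cell viability in 1536-well qHTS format served as the measure of rescued growth in ts fusion-mutant S. cerevisiae cultured on non-fermentable YPEG for 48 hours at 37C.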
ELG1 DNA repair: qHTS screen for small molecules that inhibit ELG1-dependent DNA repair in human embryonic kidney (HEK293T) cells expressing luciferase-tagged ELG1; HEK293T ELG1-luciferase reporter, luminescence, 16 h; DNA damage induced by 5-fluorouridine; Potency, µM (top dose mostly 46.1 µM), inactives show at the highest dose activity change, negative = inhibition, most hits filed as inhibitors; hit rate 2.3% among 330,000; AID 504467, 2011; also: potency is read from the fitted curve at half-maximal effect; % is scaled to controls: 0 for no effect and ±100 for the full control effect; nearly all actives have a fitted effect of over 55% in size
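Step one: seed 2,000 cells per well. Step two: pin-transfer compound or DMSO alongside 5-fluorouridine. Step three: incubate 16 hr, 37 °C, 5% CO2. Step four: add ONE-Glo, wait 30 min, read luminescence.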
USP2a inh: qHTS Assay for Inhibitors of Ubiquitin-specific Protease USP2a Using CHOP2 as the Reporter. Potency, µM (titrated, usually from 38.3 µM), for inactives: top-dose activity change, negative = inhibition, actives largely listed as inhibitors. hit rate 0.01% among 330,000. USP2 core, Ub-CHOP2 coupled fluorogenic reporter, 485/531;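 also: potency is read from the fitted curve at half-maximal effect; plate controls were DMSO wells for no effect and full inhibition by NEM control for full effect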
Target sequence (O75604 whole entry, looked up): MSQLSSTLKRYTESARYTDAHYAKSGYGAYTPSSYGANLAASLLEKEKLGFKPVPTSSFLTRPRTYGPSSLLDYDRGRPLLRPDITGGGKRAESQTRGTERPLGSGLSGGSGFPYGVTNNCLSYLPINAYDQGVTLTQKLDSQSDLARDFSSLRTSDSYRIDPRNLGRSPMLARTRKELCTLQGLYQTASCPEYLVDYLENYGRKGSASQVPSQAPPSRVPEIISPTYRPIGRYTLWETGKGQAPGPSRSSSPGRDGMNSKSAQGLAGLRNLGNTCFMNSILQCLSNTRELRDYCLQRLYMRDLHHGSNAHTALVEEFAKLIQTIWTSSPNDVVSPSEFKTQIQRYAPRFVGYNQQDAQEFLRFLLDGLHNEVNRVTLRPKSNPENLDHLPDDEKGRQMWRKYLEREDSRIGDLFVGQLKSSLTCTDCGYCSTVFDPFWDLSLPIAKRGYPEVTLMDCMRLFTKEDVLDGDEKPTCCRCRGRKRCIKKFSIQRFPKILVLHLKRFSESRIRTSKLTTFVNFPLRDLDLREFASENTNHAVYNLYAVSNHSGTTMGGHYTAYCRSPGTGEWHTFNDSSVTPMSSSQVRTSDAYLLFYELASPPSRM
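USP2 core (10nM final) preincubated 30min RT with compound in 20mM Tris-HCl pH 8.0, 2mM CaCl2, 2mM beta-mercaptoethanol, 0.05% CHAPS; 25nM Ub-CHOP2 plus 25nM reporter substrate added, fluorescence (Ex485/Em531) read after 60min.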
TRPV1 ag: HTS Assay for Compounds that Act as Agonists of the Vanilloid Receptor 1. TRPV1-expressing cells, Fluo-8 calcium influx, agonist mode. activation, % at 8.33 µM. hit rate 0.19% among 320,000. AID 540275, 2011; in the data active = activation above about 80%; inconclusive = between about 30% and that limit; also: 0% is about no effect
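Cells expressing TRPV1 were dye-loaded with Fluo-8 and read kinetically: 10 s baseline, 3 min after compound (agonist portion), then 2 min after EC20 capsaicin (allosteric enhancer portion). Calcium-bound dye fluorescence at 480/520 nm.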
TSHR antagonist: Antagonists of the Thyroid Stimulating Hormone Receptor: HTS campaign; Thyrotropin receptor (Homo sapiens), P16473; TSHR-expressing cells, TSH-stimulated cAMP HTRF, 2 h; active compounds read low; activity change, negative = inhibition, % at 11.5 µM; hit rate 0.2% among 330,000;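 active = activity change below a set negative limit, meaning inhibition stronger than a set level, cut at about -70% in these data; inconclusive = activity change between two set negative limits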; also: % is scaled to controls: 0 for no effect and ±100 for the full control effect
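Freshly harvested TSHR cells receive pin-tooled compound, then EC80 TSH at 4nM final. After 2 hours at 37 deg C, antibody in lysis buffer and cAMP-d2 are added; 30 minutes at ambient temperature precede the HTRF read.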
hERG WT inh: qHTS for Inhibitors of KCHN2 3.1: Wildtype qHTS | Voltage-gated inwardly rectifying potassium channel KCNH2 (Homo sapiens), Q12809 | U2OS, BacMam KCNH2, thallium flux FluxOr; active compounds read low | activity change, % at 1.84 µM | hit rate 0.37% among 340,000;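 active = maximum activity change below -70%; inconclusive = maximum activity change between -70% and -50%; inactive = maximum activity change above -50%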; also: % is scaled to controls: 0 for no effect and ±100 for the full control effect
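U2OS cells transduced with wild-type KCNH2 virus are loaded with FluxOr dye for 45 min, and thallium flux is measured in kinetic reads before and after stimulation buffer. Rate constants are normalized to DMSO controls.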
The depositor's hits bear a star; i = inactive; ? = inconclusive; · = not tested or not shown; [ ] = another dose, or the depositor's remark. Unless noted, calls follow the shape of the dose curve; as a rule, active = well fitted curve in the direction sought with a large enough effect; inconclusive = small, poorly fitted or top-dose-only effect, or another doubt; inactive = no such curve, though single readings can be large; an effect the other way counts as inactive or inconclusive. These rows are one share of the data; rates above refer to the full screens.

Screens in order – KCNH2 3.1 block | AT treatment | Eya2 phos inh | TCR activator | Mito fusion yeast | ELG1 DNA repair | USP2a inh | TRPV1 ag | TSHR antagonist | hERG WT inh
CC(=O)Nc1ccc(S(=O)(=O)N2CCN=C2SCc2ccccc2C)cc1
    5 | 5% | -6% | 1% | 2% | -10% | 0% | 2 | -17 | 5
CCOC(=O)N1CCN(C(c2cccnc2)c2ccc3cccnc3c2O)CC1 (configuration not stated)
    -2 | 4% | 7% | -3% | 0% | 12% | 3% | -1 | -5 | 23
CC(C)COC(=O)CNc1n[nH]c(=S)[nH]c1=O
    12 | 5% | 4% | 0% | 3% | ? | 1% | 6 | 15 | -2
O=C(Nc1cccc(C(=O)N2CCOCC2)c1)c1ccccc1Br
    0 | -7% | 11% | -4% | -2% | 15% | 4% | 0 | 6 | 2
CSCCC(NS(=O)(=O)c1ccc(C)cc1)C(=O)N1CCCC1 (configuration not stated)
    -10 | 9% | 5% | 2% | 35µM* | 0% | -3% | 4 | 12 | 0
CC12CCC(C(=O)NCc3cccnc3)(OC1=O)C2(C)C (configuration not stated)
    4 | 8% | 15% | -2% | 2% | 20% | -2% | 0 | -8 | 14
COc1ccc(CNCc2cc3c(cc2[N+](=O)[O-])OCO3)cc1
    4 | -1% | 3% | -4% | -4% | ? | 2% | 2 | -5 | 4
CCCCNC(=O)CC1N=C2c3ccccc3N=C(SCC(=O)Nc3ccccc3C)N2C1=O (configuration not stated)
    7 | 6% | 12% | 3% | -1% | 5% | 2% | 0 | 2 | -24
Cc1nnc(NC(=O)CSc2ccc3nnc(-c4cccnc4)n3n2)s1
    · | 2% | -1% | · | 0% | 0% | -2% | -1 | 8 | ·
CCCCOc1ccc(C2C(C(=O)c3ccc(C)o3)=C(O)C(=O)N2Cc2ccco2)cc1 (configuration not stated)
    · | -4% | 1% | · | 2% | ? | -2% | 0 | -6 | ·
Cc1ccccc1C(=O)Nc1ccc2c(c1)nc(CCNC(=O)c1ccco1)n2C
    -5 | -9% | 5% | -5% | 0% | 13% | 5% | 0 | 6 | 1
CC(=O)Nc1ccc(NC(=O)CSc2nccn2Cc2ccccc2)cc1
    -4 | · | 8% | 5% | -1% | 21µM* | 0% | 5 | -9 | 15
CC(C)Oc1cccc(C(=O)N/N=C/c2ccoc2)c1
    13 | 7% | -11% | -4% | -1% | ? | 0% | ? | 16 | 6
COc1ccccc1C(=O)NNC1CC(=O)N(c2ccc3c(c2)OCCO3)C1=O (configuration not stated)
    8 | -1% | 1% | 6%[46.1 µM] | -7% | -1% | 0% | -2 | -8 | 1
Cc1ccc(NC(=O)c2cncc(Br)c2)cc1S(=O)(=O)N(C)C
    4 | 1% | -3% | 5%[46.1 µM] | 0% | ? | 0% | -4 | 4 | 6
Cc1ccccc1Nc1nccc(N(C)C)c1C#N
    0 | 8% | 2% | -20% | 3% | -12% | 1% | 1 | -20 | 8
COc1ccc(OC)c(CNC(=O)C2CCC(=O)N(CCCN3CCCC3=O)C2)c1 (configuration not stated)
    1 | -9% | -13% | -12% | 1% | 11% | -1% | 4 | 14 | -10
CCn1ncc(C2=NOC(C(=O)Nc3c(C)nn(Cc4ccc(F)cc4)c3C)C2)c1C (configuration not stated)
    -3 | -1% | 1% | 5% | 2% | 15µM* | 3% | 1 | -7 | -9
CCS(=O)(=O)N1CCN(S(=O)(=O)c2ccccc2[N+](=O)[O-])CC1
    -6 | 0% | -4% | 0% | -4% | 17% | 0% | -2 | 6 | 3
Cc1cc(C)n(-c2nc(Nc3ccccc3)nc(-n3nc(C)cc3C)n2)n1
    16 | 6% | 8% | 4% | 0% | -1% | 1% | 3 | 6 | -9
Cc1cc(C)n(-c2ccc(Cl)c(C(=O)O)c2)n1
    8 | 20% | 9% | 7% | 11% | 13% | 0% | -10 | 22 | 8
O=C(NNC(=O)c1cccs1)c1cccc(F)c1
    3 | -4% | 6% | -4% | -5% | ? | 0% | -3 | 2 | -7
O=C(CCC(=O)NNc1nc2ccccc2c2nc(-c3ccccc3)nn12)NCCCN1CCCC1=O
    -2 | 1% | 8% | -4% | 2% | 12% | 1% | -1 | -1 | i
COC(=O)c1ccccc1CCC(C)=O
    -7 | -2% | -8% | 5% | 4% | 9% | 4% | -10 | -12 | -18
COCCCNC(=S)Nc1ccc(S(=O)(=O)Nc2cc(OC)nc(OC)n2)cc1
    4 | 14% | 6% | 13% | 1% | -3% | 3% | 2 | 0 | -3
COC(=O)CCCCCCCCC(O)CN1CCCCC1 (configuration not stated)
    -2 | 7% | 1% | 2%[46.1 µM] | -3% | 10% | -2% | 2 | 8 | -4
O=C1CC(c2ccccc2F)c2c(c3ccccc3[nH]c2=O)O1 (configuration not stated)
    -19 | 10% | 0% | 3% | 2% | 0% | 2% | -7 | 3 | 0
O=c1[nH]c2ccc(Cl)cc2c(-c2ccccc2)c1N1CCN(c2ccccn2)CC1
    -27 | 5% | 11% | -7% | ? | -3% | 3% | -2 | 0 | 14
Cc1c(C(=O)N2CCCC2)sc(NC(=O)c2ccco2)c1C#N
    -12 | · | -6% | -5%[46.1 µM] | 6% | -6% | -5% | 2 | 27 | 9
CCCCn1c(=S)[nH]c2cc(S(=O)(=O)N3CCOCC3)ccc21
    -13 | 6% | -42% | -2% | · | 0% | 2% | · | · | 8
CC(C(=O)Nc1ccccc1F)N1CCN(S(=O)(=O)c2ccc(C(F)(F)F)cc2)CC1 (configuration not stated)
    -8 | 1% | -3% | -2% | 0% | 10% | 2% | -1 | -4 | 4
Cc1cc(NC(=O)C(C)Sc2nc(-c3cccs3)nc3ccccc23)no1 (configuration not stated)
    -2 | 1% | 1% | -8% | 15% | -15% | 1% | -1 | -11 | 1
COc1ccc(OC)c(NC(=O)c2cc(-c3cc(Cl)ccc3O)n[nH]2)c1
    1 | 14% | -3% | · | 4% | ? | 3% | -2 | ? | 2

Reformatted in markdown: part of the list above.
| mol | KCNH2 3.1 block | AT treatment | Eya2 phos inh | TCR activator | Mito fusion yeast | ELG1 DNA repair | USP2a inh | TRPV1 ag | TSHR antagonist | hERG WT inh |
| --- | --- | --- | --- | --- | --- | --- | --- | --- | --- | --- |
| Cc1ccccc1Nc1nccc(N(C)C)c1C#N | 0 | 8% | 2% | -20% | 3% | -12% | 1% | 1 | -20 | 8 |
| COc1ccc(OC)c(CNC(=O)C2CCC(=O)N(CCCN3CCCC3=O)C2)c1 (configuration not stated) | 1 | -9% | -13% | -12% | 1% | 11% | -1% | 4 | 14 | -10 |
| CCn1ncc(C2=NOC(C(=O)Nc3c(C)nn(Cc4ccc(F)cc4)c3C)C2)c1C (configuration not stated) | -3 | -1% | 1% | 5% | 2% | 15µM* | 3% | 1 | -7 | -9 |

Quoted at random: 5 records from the list
Screens in order – KCNH2 3.1 block | AT treatment | Eya2 phos inh | TCR activator | Mito fusion yeast | ELG1 DNA repair | USP2a inh | TRPV1 ag | TSHR antagonist | hERG WT inh
O=C1CC(c2ccccc2F)c2c(c3ccccc3[nH]c2=O)O1 (configuration not stated)
    -19 | 10% | 0% | 3% | 2% | 0% | 2% | -7 | 3 | 0
O=C(NNC(=O)c1cccs1)c1cccc(F)c1
    3 | -4% | 6% | -4% | -5% | ? | 0% | -3 | 2 | -7
Cc1c(C(=O)N2CCCC2)sc(NC(=O)c2ccco2)c1C#N
    -12 | · | -6% | -5%[46.1 µM] | 6% | -6% | -5% | 2 | 27 | 9
COC(=O)c1ccccc1CCC(C)=O
    -7 | -2% | -8% | 5% | 4% | 9% | 4% | -10 | -12 | -18
Cc1ccccc1Nc1nccc(N(C)C)c1C#N
    0 | 8% | 2% | -20% | 3% | -12% | 1% | 1 | -20 | 8

Screening data: PubChem BioAssay, National Center for Advancing Translational Sciences (NCATS)
